3T3 cytotox: Cytotoxic Profiling in NIH 3T3 Cell Line of Diverse Libraries Using Quantitative High-Throughput Screening. AID 1345082, 2018. NIH 3T3 viability, CellTiter-Glo ATP luminescence, 48-72 h. hit rate 4.3% among 94,000. Potency, µM (titrated, usually from 96.7 µM), without a hit: at the top dose activity change, negative = cytotoxicity, actives largely listed as inhibitors; also: potency is read from the fitted curve at half-maximal effect; nearly all actives have a fitted effect of over 55% in size
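Viability of NIH 3T3 cells after 48 or 72 hr compound treatment at 37 °C was assessed by CellTiter-Glo, with luminescence imaged following a 10 min room-temperature step.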
SNCA viab count: GF-AFC viability counterscreen for inhibitors of alpha-synuclein gene (SNCA) expression; HEK-293-SNCA-luc viability, GF-AFC fluorescence, 24 h; AID 1671193, 2021; Potency, µM (doses to about 57.1 µM), for inactives: top-dose activity change, negative = cytotoxicity, hits mostly cytotoxic; hit rate 0.12% among 150,000;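 also: potency is read from the fitted curve at half-maximal effect; 0% = DMSO-treated cells and -100% = medium-only wells without cells; nearly all actives have a fitted effect of over 30% in size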
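Cytotoxicity counterscreen: after 24 h compound treatment of genome-edited SNCA-luciferase HEK-293 cells, live-cell protease substrate GF-AFC read by fluorescence after 30 min; activity scaled between DMSO (0%) and medium-only (-100%), curves Hill-fitted.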
GPT2 inh: Primary qHTS assay for inhibitors of Glutamate pyruvate transaminase 2 (GPT2); Recombinant GPT2, coupled pyruvate oxidase/HRP Amplex Red fluorescence; Potency, µM (titrated, usually from 57.7 µM), without a hit: at the top dose activity change, negative = inhibition, usual class: inhibitors; hit rate 0.25% among 100,000; Alanine aminotransferase 2 (Homo sapiens), Q8TD30; also: potency is read from the fitted curve at half-maximal effect; nearly all actives have a fitted effect of over 60% in size; many of its hits are not listed in these tables
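GPT2 10ng/uL, a-KG 250uM, L-Ala 2mM, HEPES pH7.5 + 0.0001% Tween; 30 min RT. Then Amplex mix (PO/HRP/ThPP), 30 min RT dark, fluorescence. AOA 50uM used as positive control.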
SNCA expr inh: Primary qHTS assay for inhibitors of alpha-synuclein gene (SNCA) expression. Potency, µM (doses to about 57.2 µM), inactives show at the highest dose activity change, negative = inhibition, most hits filed as inhibitors. hit rate 0.17% among 140,000. AID 1671194, 2021. HEK-293 SNCA-luciferase knock-in, luminescence, 24 h;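 also: potency is read from the fitted curve at half-maximal effect; plate controls were DMSO cells for no effect and cell-free wells for full effect; nearly all actives have a fitted effect of over 45% in size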
HEK293 tox: Cytotoxic Profiling in HEK 293 Cell Line of Diverse Libraries Using Quantitative High-Throughput Screening; HEK 293 viability, ATP luminescence (CellTiter-Glo), 48-72 h; Potency, µM (top dose mostly 115 µM), for the others: top-dose activity change, negative = cytotoxicity, most hits filed as inhibitors; hit rate 6.6% among 94,000; AID 1345083, 2018; also: potency is read from the fitted curve at half-maximal effect; nearly all actives have a fitted effect of over 60% in size
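Pintool-delivered compounds were incubated with HEK 293 cells (250 cells/well) at 37 degree Celsius for 48 or 72 hr. ATP-dependent luminescence (CellTiter-Glo) then reported remaining viable cells.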
Luciferase inh: Firefly luciferase inhibition profiling of diverse chemical library using quantitative high-throughput screening; purified P. pyralis luciferase, luminescence, biochemical; Luciferin 4-monooxygenase (Photinus pyralis), P08659; Potency, µM (highest dose often 115 µM), for the others: top-dose activity change, negative = inhibition, usual class: inhibitors; hit rate 2.5% among 76,000; also: potency is read from the fitted curve at half-maximal effect; nearly all actives have a fitted effect of over 65% in size
Target sequence (P08659 whole entry, looked up): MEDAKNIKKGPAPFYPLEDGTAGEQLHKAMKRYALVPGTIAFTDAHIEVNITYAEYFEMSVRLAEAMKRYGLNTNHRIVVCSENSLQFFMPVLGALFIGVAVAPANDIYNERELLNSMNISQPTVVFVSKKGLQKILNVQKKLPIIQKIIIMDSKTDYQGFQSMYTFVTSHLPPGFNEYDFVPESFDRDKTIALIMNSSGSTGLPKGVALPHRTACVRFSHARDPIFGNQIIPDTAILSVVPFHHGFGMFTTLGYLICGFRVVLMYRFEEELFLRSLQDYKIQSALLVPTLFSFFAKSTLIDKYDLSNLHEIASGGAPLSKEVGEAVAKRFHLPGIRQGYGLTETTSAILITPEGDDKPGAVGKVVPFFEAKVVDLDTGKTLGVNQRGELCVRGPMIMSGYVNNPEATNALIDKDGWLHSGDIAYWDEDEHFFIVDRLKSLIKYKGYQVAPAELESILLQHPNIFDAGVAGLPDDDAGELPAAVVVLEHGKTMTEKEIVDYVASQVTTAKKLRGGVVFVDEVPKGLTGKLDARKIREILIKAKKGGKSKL
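Biochemical qHTS: compound (6-point titration) added to 10uM D-luciferin plus 10uM ATP in Tris acetate pH 7.5 buffer with Mg, Tween-20 and BSA, then purified enzyme at 10nM; light output imaged.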
IP6K1 inh: Primary qHTS assay for small molecule inhibitors of Inositol hexaphosphate kinase 1 (IP6K1); Inositol hexakisphosphate kinase 1 (Homo sapiens), Q92551; IP6K1 kinase, ADP-Glo luminescence, 2 h; hits give low values; activity change, % (series mostly up to about 58 µM); hit rate 0.81% among 140,000; AID 1645851, 2021; in the data active = activity change below about -25%
Target sequence (Q92551 whole entry, looked up): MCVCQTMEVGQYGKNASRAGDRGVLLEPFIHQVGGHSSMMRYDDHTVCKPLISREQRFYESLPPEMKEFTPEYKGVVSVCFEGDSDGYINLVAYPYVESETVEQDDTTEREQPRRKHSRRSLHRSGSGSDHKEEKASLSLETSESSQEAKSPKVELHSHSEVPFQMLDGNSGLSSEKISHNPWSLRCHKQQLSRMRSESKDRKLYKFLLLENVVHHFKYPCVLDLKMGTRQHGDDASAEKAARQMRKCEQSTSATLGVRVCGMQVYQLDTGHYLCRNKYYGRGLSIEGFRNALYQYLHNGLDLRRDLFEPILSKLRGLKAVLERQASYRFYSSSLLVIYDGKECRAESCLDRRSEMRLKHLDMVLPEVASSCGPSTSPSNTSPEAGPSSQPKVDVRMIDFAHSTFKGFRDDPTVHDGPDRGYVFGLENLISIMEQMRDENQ
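ADP-Glo luminescence measures ADP made by human IP6K1 during a 2 h RT reaction with ATP/IP6 (mix at 1.3 mM/130 uM); top library doses 57.5 and 19.1 uM final.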
Starred values were filed as active, the others as inactive; i = inactive; ? = inconclusive; . = not tested or not shown; [ ] = remark or other dose. Unless noted, calls follow the shape of the dose curve; as a rule, active = well fitted curve in the direction sought with a large enough effect; inconclusive = small, poorly fitted or top-dose-only effect, or another doubt; inactive = no such curve, though single readings can be large; an effect the other way counts as inactive or inconclusive. Unless noted, % is scaled to controls: 0 for no effect and ±100 for the full control effect. An excerpt; rates above refer to the full screens.

SMILES | 3T3 cytotox | SNCA viab count | GPT2 inh | SNCA expr inh | HEK293 tox | Luciferase inh | IP6K1 inh
Cc1ccc(F)cc1S(=O)(=O)N1CCn2c(nn(CC3CC3)c2=O)C1 | i | 3% | i | 11% | 0% | 6% | -7
O=C(c1ccc2c(c1)OCO2)N1CCC2(CC(c3cccc(C(F)(F)F)c3)=NO2)C1 (stereo not drawn) | ? | -20% | ? | -14% | ? | . | 8
COc1ccc(-n2cc(C(=O)NCc3ccccc3)c3ccccc3c2=O)cc1 | . | -10% | . | -19% | . | . | -13
COc1ccc(C)cc1Nc1nc2c(S(=O)(=O)c3cccc(Cl)c3)nnn2c2ccsc12 | . | 18% | . | -21% | . | . | -14
O[C@@H]1CC(CNCC2CCCC2)(COc2ccc(C(F)(F)F)cn2)C[C@@H]1O (stereo partly drawn) | -17% | 0% | 4% | 0% | ? | -2% | 5
CCOc1ccc(NC(=O)CSc2nc3c([nH]c4ccccc43)c(=O)n2-c2cc(C)cc(C)c2)cc1 | . | 2% | . | -4% | . | . | -10
COc1ccc(NC(=O)c2cc3n(n2)CC(c2ccc4c(c2)OCO4)OC3)cc1OC (stereo not drawn) | -11% | -4% | i | 1% | ? | -7% | 5
CCOc1ccc(C(=O)Nc2cccc(-c3nc4cccnc4s3)c2C)cc1OCC | . | 0% | . | 14% | . | . | 27
Cn1cccc1CN1CCC2(COc3ccccc3C(=O)N2)C1 (stereo not drawn) | ? | -4%[87.6 µM] | 4%[88.5 µM] | -16%[87.6 µM] | ? | 5%[172 µM] | 6
Cc1ccsc1CN1CCOc2cc([S+](=O)([O-])Nc3ccccc3)ccc2C1 | 45µM* | -19%[87.6 µM] | 3%[88.5 µM] | -28%[87.6 µM] | 63µM* | -6%[172 µM] | -7
COc1cc(NC(=O)C2CCN(S(=O)(=O)c3c(C)noc3/C=C/c3cccs3)CC2)cc(OC)c1 | . | -14% | . | ? | . | . | 17
COc1cc(NC(=O)Cn2c(=O)nc(-c3ccccc3F)c3cc(Cl)ccc32)cc(OC)c1 | . | ? | . | ? | . | . | -28*
COc1ccccc1CCC(=O)NC1CCCN(c2cc(-c3ccc(F)cc3)[nH]n2)C1 (stereo not drawn) | ? | -22% | -6% | 25% | ? | 4% | -2
COc1ccc(-c2nnc3n2CCN(C(=O)NC2CCCC2)C3)cc1 | ? | -5%[87.6 µM] | i | 28%[87.6 µM] | -22%[172 µM] | -7%[172 µM] | -1
N#Cc1ccc(O[C@@H]2CCOC[C@H]2NC(=O)CCN2CCCC2=O)cc1 | -5% | ? | i | ? | -22% | 1% | 1
COCC(=O)N(C1CCOCC1)C1CCN(C(=O)Cc2ccsc2)CC1 | -11% | ? | i | -20% | -12% | -10% | 0
CS(=O)(=O)N(CC(=O)NCCc1ccccc1)c1cc(C(F)(F)F)ccc1Cl | . | 10% | . | -11% | . | . | 0
CC(C)(O)CCc1ccc(CN2CCN([C@H]3CCCC[C@@H]3O)CC2)cc1 | i | 5% | i | -9% | 0% | -9% | 0
OC[C@H]1CCN(Cc2ccc(-c3cccc(Cl)c3Cl)o2)C[C@@H]1O | -20% | ? | 5% | -30% | ? | ? | -7
O=C(c1cc(F)ccc1Cl)N1CCN(c2cc(-c3ccc(F)cc3)[nH]n2)CC1 | ? | ? | i | ? | ? | -1% | 11
O=C(CC1CCN(C(=O)Nc2c(F)cccc2F)C1)NCc1ccccc1 (stereo not drawn) | i | 5%[12.5 µM] | i | 20% | 10% | -10% | 0
CC(C)Cc1nc2nccc(-c3ccco3)n2n1 | -2% | -3% | i | -3% | 7% | -5% | 6
Cc1cc(CN2CCC(n3cc[nH]c3=O)CC2)no1 | -19%[138 µM] | -22%[87.6 µM] | i | -19%[87.6 µM] | -31%[172 µM] | -9%[172 µM] | 13
O=C1COCC2(CN1Cc1cccc(OC(F)(F)F)c1)CN(c1ccccn1)C2 | -16%[138 µM] | 1%[87.6 µM] | -1%[88.5 µM] | ? | ? | -2%[172 µM] | 4
COc1ccc(NC(=O)CSc2nnc(-c3ccncc3)n2-c2ccccc2)cc1 | . | -13% | . | -2% | . | . | 17

2 entries drawn at random from the list so far, as already listed:
SMILES | 3T3 cytotox | SNCA viab count | GPT2 inh | SNCA expr inh | HEK293 tox | Luciferase inh | IP6K1 inh
COc1ccc(C)cc1Nc1nc2c(S(=O)(=O)c3cccc(Cl)c3)nnn2c2ccsc12 | . | 18% | . | -21% | . | . | -14
CCOc1ccc(NC(=O)CSc2nc3c([nH]c4ccccc43)c(=O)n2-c2cc(C)cc(C)c2)cc1 | . | 2% | . | -4% | . | . | -10

Arranged by number of heavy atoms (low to high): part of the list above.
SMILES | 3T3 cytotox | SNCA viab count | GPT2 inh | SNCA expr inh | HEK293 tox | Luciferase inh | IP6K1 inh
Cc1ccc(F)cc1S(=O)(=O)N1CCn2c(nn(CC3CC3)c2=O)C1 | i | 3% | i | 11% | 0% | 6% | -7
COc1ccc(-n2cc(C(=O)NCc3ccccc3)c3ccccc3c2=O)cc1 | . | -10% | . | -19% | . | . | -13
COc1ccc(NC(=O)c2cc3n(n2)CC(c2ccc4c(c2)OCO4)OC3)cc1OC (stereo not drawn) | -11% | -4% | i | 1% | ? | -7% | 5

(further entries)
SMILES | 3T3 cytotox | SNCA viab count | GPT2 inh | SNCA expr inh | HEK293 tox | Luciferase inh | IP6K1 inh
Clc1ccccc1Cc1nc(-c2ccc(OC3CCNC3)cc2)no1 (stereo not drawn) | 13µM* | ? | i | 127%[activator] | 18µM* | ? | -6
O=C1NCc2ccccc2CC12CCN(Cc1cnc3ccccc3c1)C2 (stereo not drawn) | -13% | -4% | i | -6% | ? | . | -15
Cn1ncc(N2CCC(NC(=O)CC3CCCCC3)CC2)cc1=O | -11% | 5% | i | 8% | -1% | 5% | 41
O=C(O)c1ccc(CN2CCC[C@H]2c2nc(-c3ccc(-n4ccnc4)nc3)no2)cc1 | -4%[174 µM] | 4%[87.6 µM] | ? | -13%[87.6 µM] | 4%[172 µM] | -14%[172 µM] | 4
COc1cccc(NC(=O)Cn2c(N(C)Cc3ccccc3)nc(C)cc2=O)c1 | ? | -19% | 1% | ? | ? | 4% | 17
CN1CCN(C(=O)C2CCCN(C3CCN(c4cc(C#N)ccn4)CC3)C2)CC1 (stereo not drawn) | -14% | -19% | i | ? | 1% | -23% | 0
COc1cc2nc(SCC(=O)Nc3cccc(C)c3)n3nc(CCn4c(C)nc5ccccc54)nc3c2cc1OC | . | -3% | . | 6% | . | . | 5
Cc1cccc(NC(=O)c2oc3ccccc3c2NC(=O)c2cc(=O)c3ccccc3o2)c1 | . | 0% | . | 10% | . | . | 15
Cc1nn(-c2ccc(F)cc2)c(-n2cccc2)c1C(=O)NCCCN1CCN(c2ccccc2F)CC1 | . | 3% | . | -9% | . | . | 16
CCOc1cccc(CN2CCCC3(Cc4ccccc4CNC3=O)C2)c1 (stereo not drawn) | -4% | 3% | -13% | ? | -29% | . | 4
CCN(CC)c1ccc(C(=O)NCc2ccc3c(c2)CCN3C(C)=O)cc1 | . | -3% | . | 40%[activator] | . | . | 20
Cc1ccccc1CNC[C@H]1Cn2c(-c3ccccc3)cnc2CO1 | ? | 6%[87.6 µM] | 4%[88.5 µM] | -12%[87.6 µM] | 112µM* | -2%[172 µM] | 9
O=C(Cn1ccn2nc(-c3ccccc3)c(CO)c2c1=O)NCCCc1ccccc1 | ? | -2% | ? | -25% | ? | -3% | 0
COc1ccc(CNC(=O)CC[C@H]2CNC(=O)[C@@H]3[C@@H](CCN3Cc3ccc(OC)cc3)N2C)cc1 | -18% | 2% | i | -13% | -20% | 1% | 13
COc1ccc(N(CC(=O)N2CCN(c3ccccc3)CC2)S(=O)(=O)c2c(C)nn(C)c2C)cc1 | . | 16% | . | -2% | . | . | -7
CS(=O)(=O)N1C[C@@H](Oc2ccccc2)C[C@H]1C(=O)N1CCOCC1 | -5% | 2% | i | -12% | -6% | 3% | 33
CCOc1ccc2c(n1)CCN(C(=O)Nc1ccccc1OCC)C2 | ? | 7%[12.5 µM] | i | 16% | ? | ? | 7
CNC(=O)Nc1ccc(C)n(CC(=O)N2CCN(c3ccccc3F)CC2)c1=O | i | -7% | i | -7% | 8% | 12% | -7
CC(=O)OC1C=C(C(=O)O)C2(CO)CCC(C)C(C)(CCc3ccoc3)C2C1 (stereo not drawn) | . | -12%[23.9 µM] | i | . | . | . | 3
CC(=O)NCCNC(=O)[C@@H]1Cc2cn(Cc3cc(C)on3)c3cccc(c23)[C@H](CC(C)C)N1 | -8% | -23% | -20% | -15% | ? | -5% | 7
O=C(c1ccn[nH]1)N1CCC(c2nc(CCOc3ccc(F)cc3)no2)C1 (stereo not drawn) | -26% | -4%[12.5 µM] | 4% | 30% | -30% | 4% | 3
CCOc1ccc(CNC(=O)c2ccc(-c3nc(CS(=O)(=O)c4ccccc4)c(C)o3)cc2)cc1 | . | 7% | . | 6% | . | . | 14
Cc1cn2c(=O)cc(COC(=O)COc3ccc(F)cc3)nc2s1 | . | 4% | . | -14% | . | . | -2
CN(C)Cc1cn2c(=O)n(C)cc(-c3cccc(OC(F)(F)F)c3)c2n1 | ? | -4%[87.6 µM] | -6%[88.5 µM] | 3%[87.6 µM] | ? | 5%[172 µM] | -5
Cc1ccc(CNC(=O)N2CCCCCCNC(=O)CC2)cc1 | -2% | -5% | i | 1% | 4% | -6% | -7
Carrying on.
SMILES | 3T3 cytotox | SNCA viab count | GPT2 inh | SNCA expr inh | HEK293 tox | Luciferase inh | IP6K1 inh
COc1ccc(S(=O)(=O)NCC2CCCN(Cc3ccc(-c4ccco4)cc3)C2)cc1 (stereo not drawn) | -28% | 0% | i | 19% | ? | 8% | -5
CCCCn1c(=O)c2oc3ccccc3c2n(CC(=O)Nc2ccccc2OC)c1=O | . | -12% | . | 14% | . | . | 35
Cc1cc(C)cc(NC(=O)C(=O)NCC(c2cccnc2)N2CCOCC2)c1 (stereo not drawn) | . | -5% | . | 9% | . | . | -25
N#Cc1ccc(C(=O)N[C@H]2[C@H](O)[C@H](O)C[C@@H]2c2ccc(C(F)(F)F)nc2)cc1 | -23%[174 µM] | 5%[87.6 µM] | -3%[88.5 µM] | 5%[87.6 µM] | i | 3%[172 µM] | 18
O=C1NCCc2[nH]c(-c3ccncc3)cc21 | . | ? | -9% | 3.4µM* | . | . | .
O=C(O)c1cnc(-c2ccccc2)nc1-c1ccncc1 | i | 17% | i | 11% | 6% | -9% | 5
